LDHA block – blocks human lactate dehydrogenase A; hit rate 0.15% among 480,000; P00338; AID 1347041; activity change, % (values are at about 110 or 230 µM); purified LDHA, NADH/diaphorase-resazurin fluorescence; hits give low values; in the data active means activity change below about -30%; inconclusive means mostly about -25% to -30%;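 further: plate controls were DMSO wells for no effect and wells without enzyme for full effect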
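Remaining NADH was detected by diaphorase (0.133 mg/mL) converting 37 µM resazurin to fluorescent resorufin, read at 0 and 20 minutes. The preceding 5-minute room-temperature reaction used 2 nM LDHA, 0.2 mM sodium pyruvate and 0.06 mM NADH at pH 7.4.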
Vif-APOBEC3F blk – blocks the Vif interaction with APOBEC3F. HeLa A3F-eYFP + Vif (tagged APOBEC3F with the HIV-1 protein that degrades it), YFP fluorescence increase. AID 602313. Potency, µM (series often up to 46.1 µM), inactives show top-dose activity, negative = active. hit rate 0.2% among 390,000; further: potency means the concentration at half of the fitted maximal effect; % of control where 0% means no effect; nearly all actives have a fitted effect of over 65% in size
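HeLa cells stably expressing A3F-eYFP plus Vif, plated and incubated overnight at 37 deg C, then exposed to compounds overnight at 37 deg C. Blocked degradation read as raised yellow fluorescence (Ex 488/Em 500-530).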
RGS4 inh – inhibitors of human regulator of G protein signaling 4 | P49798 | Transcreener GDP fluorescence polarization, RGS4-accelerated GTP hydrolysis | Potency, µM (highest dose often 114 µM), inactives show top-dose activity change, negative = inhibition, usual class: inhibitors | hit rate 0.039% among 390,000; further: potency means the concentration at half of the fitted maximal effect; on the % scale 0 is the no-effect control and ±100 the full control effect; nearly all actives have a fitted effect of over 75% in size; some results filed as inactive show a strong effect at the top dose
Target sequence (P49798 whole entry, looked up): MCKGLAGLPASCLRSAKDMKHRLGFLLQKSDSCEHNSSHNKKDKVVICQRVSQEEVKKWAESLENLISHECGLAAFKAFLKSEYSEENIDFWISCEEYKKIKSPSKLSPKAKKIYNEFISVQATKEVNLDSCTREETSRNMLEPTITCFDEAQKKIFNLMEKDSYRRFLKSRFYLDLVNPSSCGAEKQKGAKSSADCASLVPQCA
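MLSMR compounds (23 nl, pin-transferred) preincubated 10 min at room temperature with a 500nM (2x) first reagent, then RGS4 at 900nM (2x) plus Transcreener GDP mix added; fluorescence polarization (620/688 nm) read before and after 90 min at 30 °C.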
IDH1 R132H inh – human IDH1 R132H inhibition. O75874. hit rate 0.093% among 390,000. Potency, µM (highest dose often 76.6 µM), for inactives: top-dose activity change, negative = inhibition, actives largely listed as inhibitors. IDH1-R132H enzyme, NADPH consumption, diaphorase/resazurin fluorescence. AID 602179; further: potency means the concentration at half of the fitted maximal effect; on the % scale 0 is the no-effect control and ±100 the full control effect; nearly all actives have a fitted effect of over 65% in size
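IDH1-R132H (0.5 ug/mL dispensed) in pH 7.5 Tris buffer was preincubated 30 min with compound, then given a substrate mix of 0.016 mM NADPH and 2 mM alpha-KG for 80 min at room temperature; remaining NADPH was read by diaphorase/resazurin fluorescence.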
TrxR1 substrate – rat thioredoxin reductase 1 substrate activity. purified TrxR1 substrate turnover, NADPH consumption readout. Potency, µM (series often up to 114 µM), without a hit: at the top dose activity change, negative = substrate turnover. hit rate 0.01% among 390,000. AID 588456; further: potency means the concentration at half of the fitted maximal effect; on the % scale 0 is the no-effect control and ±100 the full control effect; nearly all actives have a fitted effect of over 50% in size
Target sequence (O89049 whole entry, looked up): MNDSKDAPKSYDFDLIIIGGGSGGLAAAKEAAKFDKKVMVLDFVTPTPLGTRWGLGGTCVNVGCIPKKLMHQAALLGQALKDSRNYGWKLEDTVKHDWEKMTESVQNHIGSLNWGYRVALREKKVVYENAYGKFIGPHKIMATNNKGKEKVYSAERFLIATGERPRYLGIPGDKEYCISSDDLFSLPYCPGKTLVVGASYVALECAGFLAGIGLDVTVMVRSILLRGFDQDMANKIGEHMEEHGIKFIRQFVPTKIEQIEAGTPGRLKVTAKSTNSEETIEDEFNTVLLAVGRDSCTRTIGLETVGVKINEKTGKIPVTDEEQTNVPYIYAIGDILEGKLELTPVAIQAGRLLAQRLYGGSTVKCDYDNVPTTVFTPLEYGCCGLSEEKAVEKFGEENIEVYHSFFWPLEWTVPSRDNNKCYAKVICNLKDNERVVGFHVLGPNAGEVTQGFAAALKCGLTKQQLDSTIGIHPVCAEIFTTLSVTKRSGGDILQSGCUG
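Rat TrxR1, dispensed at 90 nM, was prereduced with 400 uM NADPH (final) for 5 min at ~22 deg C, then incubated with compound 15 min before 400 uM selenite. A first-read NADPH fluorescence drop versus no-compound background flagged substrates.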
USP1 inh – inhibitors of human USP1/UAF1 deubiquitinase; Potency, µM (titrated, usually from 57.1 µM), inactives show at the highest dose activity change, negative = inhibition, most hits filed as inhibitors; hit rate 0.23% among 390,000; O94782; AID 743255; recombinant USP1/UAF1, Ub-Rhodamine cleavage fluorescence; further: potency means the concentration at half of the fitted maximal effect; on the % scale 0 is the no-effect control and ±100 the full control effect; nearly all actives have a fitted effect of over 60% in size; inactives centre near -12
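1 nM enzyme complex + cpd, 15 min RT; start with Ub-Rho 150nM final; kinetic fluorescence ex 480/em 540, 6 reads q60 s. Buffer 50mM HEPES pH 7.8, 0.5mM EDTA, 0.1 mg/ml BSA, 1mM TCEP, 0.01% Tween-20.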
Vif-A3G inh – inhibitors of Vif-APOBEC3G interaction; Potency, µM (highest dose often 46.1 µM), for inactives: top-dose activity, negative = active, most hits filed as inhibitors; hit rate 0.076% among 410,000; HeLa A3G-eYFP + Vif (tagged APOBEC3G with the HIV-1 protein that degrades it), YFP fluorescence, overnight; Q9HC16;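 further: potency means the concentration at half of the fitted maximal effect; on the % scale 0 is the no-effect control and ±100 the full control effect; nearly all actives have a fitted effect of over 60% in size; hits raise eYFP signal because A3G escapes Vif-driven loss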
Target sequence (Q9HC16 whole entry, looked up): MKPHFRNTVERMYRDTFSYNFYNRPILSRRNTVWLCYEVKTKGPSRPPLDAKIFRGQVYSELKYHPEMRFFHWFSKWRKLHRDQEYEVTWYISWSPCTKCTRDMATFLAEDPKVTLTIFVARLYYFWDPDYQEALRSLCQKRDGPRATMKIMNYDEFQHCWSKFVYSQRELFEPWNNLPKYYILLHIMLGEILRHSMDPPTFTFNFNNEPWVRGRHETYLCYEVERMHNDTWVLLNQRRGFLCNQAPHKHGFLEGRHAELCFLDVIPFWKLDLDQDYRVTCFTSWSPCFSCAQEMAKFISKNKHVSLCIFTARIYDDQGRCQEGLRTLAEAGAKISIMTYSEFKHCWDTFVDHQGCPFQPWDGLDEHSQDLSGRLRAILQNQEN
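Read-out is eYFP fluorescence (Ex 488/Em 500-530) from Vif-expressing HeLa A3G-eYFP cells; more signal means A3G escaped Vif-mediated degradation. Cells plated overnight, compound pinned in, incubated overnight at 37 deg C.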
rTrxR1 inhibitor – inhibitors of rat thioredoxin reductase 1; recombinant rTrxR1, NADPH fluorescence consumption, selenite substrate; Potency, µM (series often up to 114 µM), without a hit: at the top dose activity change, negative = inhibition, hits mostly inhibitors; hit rate 1% among 390,000; AID 588453; further: potency means the concentration at half of the fitted maximal effect; on the % scale 0 is the no-effect control and ±100 the full control effect; nearly all actives have a fitted effect of over 65% in size
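Rat TrxR1 (90 nM in the dispensed reagent) was pre-reduced with 400 uM NADPH for 5 min at room temperature, then incubated with compound for 15 min. After 400 uM selenite was added, NADPH fluorescence (Ex 340/Em 450 nm) was followed for 8 min.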
GRP78 ERSR act – induces the endoplasmic reticulum stress response in human glioma cells; Potency, µM, for inactives: at the highest dose activation, actives largely listed as activators; hit rate 0.02% among 420,000; AID 602332; U87-MG GRP78 promoter luciferase reporter, 16 h; further: potency means the concentration at half of the fitted maximal effect; series mostly up to about 76 µM; % of control where 0% means no effect; nearly all actives have a fitted effect of over 35% in size
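Stably transfected U87-MG glioma cells carrying a GRP78-based luciferase sensor; 16 h compound incubation. Luminescence end-point read 10 min after Bright-Glo addition at room temperature.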
Active calls of the source: *; ? = inconclusive; · = no result given; & = joins results of further samples; [ ] = remark or other dose. Unless noted, the call rests on the fitted dose curve; in most records, active means well fitted curve in the direction sought with a large enough effect; inconclusive means small, poorly fitted or top-dose-only effect, or another doubt; inactive means no such curve, though single readings can be large; an effect the other way counts as inactive or inconclusive. A portion of the library. The share of hits here may be higher or lower than overall.

The first seven records, to show the layout:
(1) Cc1ccc(CN2CCN(CCCn3cnc4c(OCc5ccccc5)ncnc43)CC2)cc1
(2) CC1=CC(C)(C)NC(=O)N1c1ccc(C)cc1
(3) O=C1NC(NS(=O)(=O)c2ccccc2)(C(F)(F)F)C(=O)N1c1ccc(F)cc1 (stereo not drawn)
(4) CCC(C(=O)Nc1cc(C)cc(C)n1)c1ccccc1 (stereo not drawn)
(5) CCOc1ccc(NS(=O)(=O)c2ccc(C(=O)NCC(c3ccc(OC)cc3)N3CCCC3)cc2)cc1 (stereo not drawn)
(6) O=C(Nc1ccc2nc3n(c(=O)c2c1)CCCC3)c1cccc(F)c1
(7) CC(NC(=O)C(=O)N/N=C\c1cccc([N+](=O)[O-])c1)c1ccccc1 (stereo not drawn)
assay / compound	1	2	3	4	5	6	7
LDHA block	-6	-11	0&-16	-9	-3	-4	-10
Vif-APOBEC3F blk	-2%	0%	5%&-3%	-10%	1%	0%	1%
RGS4 inh	-12%	5%	4%	-5%	-7%	8%	-11%
IDH1 R132H inh	-2%	5%	6%&-10%	-2%	5%	-6%	26%
TrxR1 substrate	2%	10%[57.1 µM]	7%[11.4 µM]	4%[57.1 µM]	-3%	8%	-3%
USP1 inh	-17%	-3%	-26%&-23%	0%	-23%	-21%	-13%
Vif-A3G inh	1%	1%	3%&-5%	-7%	0%	-18%	-3%
rTrxR1 inhibitor	5%	18%[57.1 µM]	0%&-12%	19%	5%	22%	12%[57.1 µM]
GRP78 ERSR act	-1%	-6%	-3%&-5%	-3%	-4%	3%	-6%

Results, repeating the preview:
(1) Cc1ccc(CN2CCN(CCCn3cnc4c(OCc5ccccc5)ncnc43)CC2)cc1
(2) CC1=CC(C)(C)NC(=O)N1c1ccc(C)cc1
(3) O=C1NC(NS(=O)(=O)c2ccccc2)(C(F)(F)F)C(=O)N1c1ccc(F)cc1 (stereo not drawn)
(4) CCC(C(=O)Nc1cc(C)cc(C)n1)c1ccccc1 (stereo not drawn)
(5) CCOc1ccc(NS(=O)(=O)c2ccc(C(=O)NCC(c3ccc(OC)cc3)N3CCCC3)cc2)cc1 (stereo not drawn)
(6) O=C(Nc1ccc2nc3n(c(=O)c2c1)CCCC3)c1cccc(F)c1
assay / compound	1	2	3	4	5	6
LDHA block	-6	-11	0&-16	-9	-3	-4
Vif-APOBEC3F blk	-2%	0%	5%&-3%	-10%	1%	0%
RGS4 inh	-12%	5%	4%	-5%	-7%	8%
IDH1 R132H inh	-2%	5%	6%&-10%	-2%	5%	-6%
TrxR1 substrate	2%	10%[57.1 µM]	7%[11.4 µM]	4%[57.1 µM]	-3%	8%
USP1 inh	-17%	-3%	-26%&-23%	0%	-23%	-21%
Vif-A3G inh	1%	1%	3%&-5%	-7%	0%	-18%
rTrxR1 inhibitor	5%	18%[57.1 µM]	0%&-12%	19%	5%	22%
GRP78 ERSR act	-1%	-6%	-3%&-5%	-3%	-4%	3%

(7) CC(NC(=O)C(=O)N/N=C\c1cccc([N+](=O)[O-])c1)c1ccccc1 (stereo not drawn)
(8) CCOC(=O)c1ccc(NS(=O)(=O)c2c(N)n(C)c(=O)n(C)c2=O)cc1
(9) CCOC(=O)CC1c2nc3ccccc3cc2CN1C(=O)OCC (stereo not drawn)
(10) CC(C)C(c1nnnn1CCc1ccccc1)N1CCC(C(N)=O)CC1 (stereo not drawn)
(11) CCCCOc1ccc(Cl)cc1CSc1nncn1N
(12) N#Cc1ccc(CC(C(=O)O)N2Cc3ccccc3C2=O)cc1 (stereo not drawn)
assay / compound	7	8	9	10	11	12
LDHA block	-10	0	0	-5	-5	-5
Vif-APOBEC3F blk	1%	3%	9%	-19%	1%	-1%
RGS4 inh	-11%	0%	·	-30%	-12%	23%
IDH1 R132H inh	26%	14%	5%	7%	3%	0%
TrxR1 substrate	-3%	5%	·	6%	10%	5%
USP1 inh	-13%	-24%	-16%	-11%	-23%	8%
Vif-A3G inh	-3%	2%	-2%	0%	2%	0%
rTrxR1 inhibitor	12%[57.1 µM]	8%	·	16%[11.4 µM]	9%	26%
GRP78 ERSR act	-6%	-5%	1%	-7%	-3%	-2%

(13) COc1ccc(-c2cc(-c3c(O)c(OC)c4occc4c3OC)[nH]n2)cc1OC
(14) CCC(C)NC(=O)C1CCCN(C(=O)NC2CCCCC2)C1 (stereo not drawn)
(15) CC(C)(C)OC(=O)C[C@@H]1C/C=C\C[C@@H](CC(=O)N[C@H](CO)Cc2ccccc2)C(=O)NC[C@@H](c2ccccc2)OC1=O
(16) O=c1c2ccccc2n(Cc2ccccc2F)c(=O)n1-c1cccc(F)c1
(17) CCN1CCN(c2cc(C)c3cc(NC(=O)/C=C/c4ccc(OCCC(C)C)cc4)ccc3n2)CC1
(18) C[C@H](CO)N1C[C@H](C)[C@@H](CN(C)S(=O)(=O)c2ccccc2)OCc2cn(nn2)CCCC1=O
assay / compound	13	14	15	16	17	18
LDHA block	8	-12	5	-3	2	1
Vif-APOBEC3F blk	0%	-6%	2%	0%	0%	-2%
RGS4 inh	-10%	16%	-7%	-25%	-4%	·
IDH1 R132H inh	5%	1%	12%	16%	-12%	10%
TrxR1 substrate	-1%	-16%	5%	7%	-3%[2.29 µM]	·
USP1 inh	-18%	-2%	-31%	-21%	10%	-28%
Vif-A3G inh	4%	2%	0%	-2%	-1%	2%
rTrxR1 inhibitor	-4%	-19%	15%	18%	7%[2.29 µM]	·
GRP78 ERSR act	4%	0%	?	-3%	0%	-3%

(19) Cn1c(CNC(=O)CNS(=O)(=O)c2ccc(Br)cc2)cc(=O)n(C)c1=O
(20) N#Cc1c(N2CCCC2)nc(N)c2c(N)nc(N3CCCC3)cc12
(21) Cc1ccccc1CC(=O)N1CCCC(CNC(=O)c2ccc(F)cc2)C1 (stereo not drawn)
(22) COc1cc2c(cc1OC)C(c1ccccc1)=NCC2
(23) O=C1CCCC(c2ccccc2)N1 (stereo not drawn)
(24) CC(C)Oc1cccc(C(=O)Nc2ccc(Br)cc2F)c1
assay / compound	19	20	21	22	23	24
LDHA block	-1	34	1	-3	-5	-2
Vif-APOBEC3F blk	2%	-2%	-16%	1%	1%	?
RGS4 inh	-5%[11.4 µM]	11%	-7%	-4%	-9%	17%
IDH1 R132H inh	-11%	15%	-6%	15%	0%	-4%
TrxR1 substrate	7%	80%[activator]	5%	7%[57.1 µM]	-8%	-4%
USP1 inh	-15%	0.32µM*	-28%	-4%	4%	-5%
Vif-A3G inh	2%	-24%	2%	-6%	-2%	-15%
rTrxR1 inhibitor	24%	23%	19%	0%[57.1 µM]	-14%	12%
GRP78 ERSR act	18%	7%	9%	-2%	-4%	-5%

(25) Cc1nc(Cc2nnc(SCC(=O)N(C)c3ccccc3)o2)cs1
(26) COc1cccc(CNc2ccc(S(N)(=O)=O)cc2)c1OCc1ccccc1F
(27) O=C(CN1C(=O)CSc2cc(S(=O)(=O)N3CCCCCC3)ccc21)NCCc1ccccc1
(28) Nc1c(-c2ccc(Cl)cc2)cnn1-c1cc(C(F)(F)F)cc(C(F)(F)F)c1
(29) CCOC(=O)N1CCN(S(=O)(=O)c2ccc(OCC(=O)OC)c(C)c2)CC1
(30) Clc1ccc(CON/C=N/c2ncnc3sccc23)c(Cl)c1
assay / compound	25	26	27	28	29	30
LDHA block	-7	-1	-2	-7	2	-5
Vif-APOBEC3F blk	-4%	0%	-4%	5%	-11%	-16%
RGS4 inh	23%	2%	4%	-7%	-18%	19%
IDH1 R132H inh	-5%	1%	5%	3%	-2%	5%
TrxR1 substrate	-11%	-8%	2%	3%	0%[57.1 µM]	0%
USP1 inh	0%	-13%	-11%	-12%	-2%	-6%
Vif-A3G inh	3%	2%	2%	8%	1%	1%
rTrxR1 inhibitor	-6%	11%[57.1 µM]	3%	10%	-1%[57.1 µM]	15%
GRP78 ERSR act	-6%	-8%	-9%	-7%	?	0%

(31) CCOc1ccc(C2C3=C(CC(C)(C)CC3=O)N(CCCOC)C3=C2C(=O)CC(C)(C)C3)cc1OC
(32) Cc1cc(C)cc(NC(=O)/C=C/c2ccc([N+](=O)[O-])s2)c1
(33) CCc1nnc(NC(=O)CSc2nccn2Cc2ccc(Cl)cc2)s1
(34) CC(=O)c1ccc(NC(=O)C(C)N(C)CC(=O)Nc2ccc(N3CCOCC3)cc2)cc1 (stereo not drawn)
(35) CCOc1ccc(OCC)c(NC(=O)C2C3C=CC(O3)C2C(=O)NCc2ccco2)c1 (stereo not drawn)
(36) CCn1cc2c(n1)-c1c(oc(C(=O)Nc3cccc(C)c3C)c1C)CC2
assay / compound	31	32	33	34	35	36
LDHA block	-1	-9	-1	-6	15	24
Vif-APOBEC3F blk	0%	11µM*	·	13%	1%	-2%
RGS4 inh	·	15%	20%	11%	-25%	2%
IDH1 R132H inh	1%	6%	·	-7%	9%	0%
TrxR1 substrate	·	-11%	-4%[57.1 µM]	6%[57.1 µM]	1%	0%
USP1 inh	-27%	1%	10%	-11%	0%	?
Vif-A3G inh	-2%	?	·	-2%	-7%	?
rTrxR1 inhibitor	·	17%[57.1 µM]	-1%[57.1 µM]	26%[57.1 µM]	-1%	20%
GRP78 ERSR act	-2%	-3%	·	3%	0%	-1%

Screening results: PubChem, National Center for Advancing Translational Sciences (NCATS)
